Source: PubChem BioAssay
RSV CPE inhibition – RSV antiviral activity via CPE protection, HEp-2 cells, primary 10 µM value included (AID 2391); HEp-2 cells, RSV-induced CPE inhibition; higher % means a stronger effect; one-dose CPE inhibition, % at 10 µM; IC50 in µM for titrated hits; 310,000 compounds, 0.13% hits; in the data active = a potency from the dose series; inconclusive = CPE inhibition mostly from about 23% at the one dose, without a potency; inactive = the rest, 99 in 100 with CPE inhibition below about 21%; also: strong numbers were not always called active
PhoP inhibition – inhibitors of PhoP regulon expression, primary screen, Salmonella Typhimurium, GFP reporter (AID 1863); S. Typhimurium PhoP-regulated promoter GFP reporter, 4 h; higher % means a stronger effect; inhibition, % at 50 µM; hits with a dose series show IC50 in µM; 300,000 compounds, 0.16% hits;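 active = inhibition over 29.93%, a cutoff 3 SD above the screen mean, later confirmed by dose response; inconclusive = inhibition over 29.93% but no dose response follow-up; inactive = inhibition at most 29.93% or unconfirmed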;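 also: 0% = low Mg2+ inducing control and 100% = high Mg2+ repressing control; strong numbers were not always called active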
Rac1 GTP hydrolysis – MgcRacGAP GTPase-activating activity inhibitors, confirmation, biochemical, ADP Hunter fluorescence; MgcRacGAP-stimulated Rac1 GTP hydrolysis, ADP Hunter fluorescence; higher % means a stronger effect; GST-tagged Rac1 F28L mutant substrate; one-dose inhibition, % at 30 µM; IC50 in µM for titrated hits; 340,000 compounds, 0.6% hits;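 active = first-screen hits whose inhibition reached a set limit at any dose in the follow-up dose series; inconclusive = inhibition above the set first-screen limit but never retested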;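 also: fluorescence reports GDP produced by GAP-driven GTP hydrolysis; strong numbers were not always called active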
Large T inhibition – TAg ATPase/helicase activity blockers – biochemical (AID 1903) | 310,000 compounds, 0.39% hits | SV40 large T antigen ATPase/helicase inhibition assay; higher % means a stronger effect | inhibition, % at 20 µM, or IC50 in µM where a hit was titrated; in the data active = a potency from the dose series; inconclusive = inhibition mostly from about 32% at the one dose, without a potency; inactive = the rest, 99 in 100 with inhibition below about 32%; also: strong numbers were not always called active
UTI89 phage lysis – inhibition of K1F phage lysis, E. coli UTI89, bacterial capsule biogenesis inhibitors, alamar blue (AID 488966). E. coli UTI89 K1F phage lysis, alamar blue, 2 h; higher % means a stronger effect. inhibition, % at 100 µM, or IC50 in µM where a hit was titrated. 340,000 compounds, 0.02% hits;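 active = phage lysis inhibition, versus mean bacterial control, above a set limit; inconclusive = no clear call, values can overlap the other calls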;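 also: capsule biogenesis inhibitors block K1F phage lysis so surviving cells raise fluorescence; higher fluorescence means more inhibition of phage lysis; actives were called in the ten point dose series up to 300 µM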
NTR1 ag – agonists of NTR1, primary screen, imaging, U2OS cells, beta-arrestin-GFP, high content (AID 493036); activation, % at 20 µM; NTR1-U2OS beta-arrestin-GFP spot imaging, agonist mode; 330,000 compounds, 0.17% hits;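 active = activation at or above 40% of the spot to cytoplasm intensity ratio, with at least 20 cells analyzed; inconclusive = wells under 20 cells, flagged as cytotoxic or low count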;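 also: 0% = DMSO without peptide and 100% = 100 nM NTR1 peptide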
Target sequence (P30989 whole entry, looked up): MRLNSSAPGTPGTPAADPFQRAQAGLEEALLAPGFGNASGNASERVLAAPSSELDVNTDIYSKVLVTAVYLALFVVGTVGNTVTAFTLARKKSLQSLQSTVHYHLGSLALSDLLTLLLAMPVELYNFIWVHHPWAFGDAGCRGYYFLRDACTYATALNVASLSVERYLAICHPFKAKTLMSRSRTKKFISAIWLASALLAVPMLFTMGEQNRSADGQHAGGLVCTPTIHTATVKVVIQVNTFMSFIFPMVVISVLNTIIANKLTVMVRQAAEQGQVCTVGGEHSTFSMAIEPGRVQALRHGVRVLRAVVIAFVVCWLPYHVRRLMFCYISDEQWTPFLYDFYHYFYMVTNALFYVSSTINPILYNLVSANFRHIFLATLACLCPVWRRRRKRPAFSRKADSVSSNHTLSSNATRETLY
West Nile virus CPE – inhibition of WNV-induced cytopathic effect – cell-based, CPE readout (AID 1621). West Nile virus-infected cells, CPE inhibition; higher % means a stronger effect. 290,000 compounds, 0.02% hits. CPE inhibition, % at 10 µM; hits with a dose series show IC50 in µM; in the data active = a potency from the dose series; inconclusive = CPE inhibition mostly from about 3.7% at the one dose, without a potency; inactive = the rest, 99 in 100 with CPE inhibition below about 2.2%; also: strong numbers were not always called active
Dengue-2 NS5 capping – flavivirus cap methylation enzyme inhibition – biochemical, confirmation dose response, primary screen (AID 588689) | Dengue-2 NS5 methyltransferase capping enzyme assay, biochemical; higher % means a stronger effect | one-dose inhibition, % at 25 µM; IC50 in µM for titrated hits | 340,000 compounds, 0.3% hits; in the data active = a potency from the dose series; inconclusive = inhibition above about 29% without an active follow-up result
T cell modulator – T cell immune modulation candidate; 2C CD8+ T cell-vesicle binding, flow cytometry; stronger effect = lower value; calls only at 7 µM; 330,000 compounds, 0.068% hits; AID 2052;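 active = response, share of CD8 T cells binding vesicles, and their 90th percentile fluorescence all below set limits, cut at about 80% in these data, passing the limit was not always enough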
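System: murine 2C transgenic CD8+ T lymphocytes; also added: QL9-loaded Drosophila micro-vesicles; times: binding 1.5 h at 37 °C; measured by: flow cytometry, PE anti-B7-1 (FL2) versus Alexa647 anti-CD8 (FL8), PFA-fixed; control set: Peptide-free naked vesicles (low) and QL9 vesicles with 0.7% DMSO vehicle (high)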
T cell modulator vesicle-bound % – recorded beside T cell modulator, whose call it bears; double positive events, %; measured here: CD8+ vesicle-bound cell fraction;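 binding gate set so that unloaded-vesicle control wells show 10% double positive cells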
NTR1 ag cell count 20 µM – also measured in NTR1 ag; calls as there; cell count; measured here: cell count, cytotoxicity flag
Dengue-2 NS5 capping pilot replicate – second read-out of Dengue-2 NS5 capping, no call of its own (marks repeat the call); inhibition, %; measured here: pilot screen replicate inhibition
The depositor's hits bear a star; i = inactive; ? = inconclusive; · = not tested or not shown; [ ] = another dose, or the depositor's remark.

SMILES	RSV CPE inhibition	PhoP inhibition	Rac1 GTP hydrolysis	Large T inhibition	UTI89 phage lysis	NTR1 ag	NTR1 ag cell count 20 µM	West Nile virus CPE	Dengue-2 NS5 capping	T cell modulator	T cell modulator vesicle-bound %	others
CC(=O)CSc1ccc(C(=O)O)cn1	0.9%	-17%	6%	16%	1.1%	-1.6	48	0.1%	-10%	i	46
COCCNC(=O)C(c1ccc(Cl)cc1)N(CCOC)C(=O)CCC(=O)Nc1nccs1 (centres undefined)	-0.5%	-3%	4%	4%	0.4%	2.0	42	-0.4%	-1%	i	28
CSc1cccc(CN2CCN(CCC(C)C)C(CCO)C2)c1 (centres undefined)	-1.6%	-3%	12%	15%	0.2%	1.5	61	-0.2%	-15%	i	25
COC(=O)c1ccccc1NC(=S)NC(=O)c1ccc2c(c1)OCO2	2.7%	10%	8%	8%	0.3%[50 µM]	0.0	68	0.1%	-15%	i	54
Cc1cc(OC(C)C)nc(NCc2ccccc2)n1	-0.4%	8%	3%	3%	?	2.8	54	0.4%	-3%	i	37
CCOc1ccc(Oc2ccccc2NC(=O)CCNC(C)=O)cc1	7.2%	-1%	8%	14%	0.3%	-0.9	58	0.5%	3%	i	8
Cc1cccc(NC(=O)CS(=O)(=O)c2cn(C)c3ccccc23)c1	2.1%	1%	1%	3%	0.6%	3.2	65	-0.1%	-5%	i	32
CC(C)[C@H](NC(=O)OCc1ccccc1)C(=O)OCC(=O)NC1CCCCC1	2.4%	7%	11%	2%	2.5%	-1.9	90	-0.2%	2%	i	45
O=C(COC(=O)c1cc[n+]([O-])cc1)Nc1cccc(F)c1	·	·	-3%	·	-0.1%[50 µM]	-0.2	76	·	4%	i	37
Cc1cc(CNCc2cn(C)nc2-c2ccc(Oc3ccccc3)cc2)on1	0.8%	-3%	10%	13%	-0.2%	0.6	91	-1.2%	-5%	i	49
O=C(COC(=O)Cc1ccc(Cl)cc1Cl)Nc1ccc(OC(F)F)cc1	1.3%	8%	7%	6%	2.1%	2.1	40	-0.5%	2%	i	22
COc1ccccc1NC(=O)C1=C(C)Nc2ncnn2C1c1cccs1 (centres undefined)	0.0%	-1%	12%	10%	0.1%	0.8	38	0.1%	-8%	i	53
COc1ccc(/C(C)=N\O)cc1OC	2.1%	-7%	5%	3%	1.1%	-0.8	57	-0.5%	-2%	i	34
O=C(OCC(=O)N1CCc2ccccc2C1)c1ccc(F)cc1Cl	·	·	5%	·	1.0%	1.3	64	·	2%	i	41
Fc1ccccc1-c1n[nH]c(=S)n1CC1CCCO1 (centres undefined)	0.7%	11%	7%	19%	-1.4%	-0.9	40	-0.1%	2%	i	52
Fc1ccc(N2CCN(c3ncnc4nc[nH]c34)CC2)cc1	2.7%	5%	5%	7%	-1.1%	15	42	0.0%	-6%	i	29
CC(NC(=O)Nc1ccc(F)cc1F)c1ccncc1 (centres undefined)	3.2%	9%	3%	4%	-0.2%	-2.1	93	-0.2%	-4%	i	58	Dengue-2 NS5 capping pilot replicate=-0.3
CC(C)C(=O)N(Cc1ccc(F)cc1)Cc1nc2ccccc2c(=O)[nH]1	0.3%	-6%	4%	7%	2.6%	-0.3	30	-1.6%	-3%	i	25
COCCNC(=S)Nc1cc(S(=O)(=O)N2CCOCC2)ccc1N1CCCCC1	-1.1%	2%	15%	28%	0.3%	0.9	48	-0.9%	1%	i	20
CN(C)c1ccc(NC(=O)COC(=O)CNC(=O)c2cccs2)cc1	2.0%	·	46µM*	·	0.3%[50 µM]	-1.0	57	·	-8%	i	44
COc1ccc(NC(=O)C2CC(c3cc(OC)c(OC)c(OC)c3)=NO2)cc1OC (centres undefined)	0.4%	-6%	8%	8%	2.6%	1.6	72	0.4%	-1%	i	43
Cc1ccccc1Nc1nnc(SCc2nc3ccccc3c(=O)[nH]2)s1	2.2%	-3%	·	5%	·	-0.2	65	-0.3%	·	i	56
CC1Cc2ccccc2N1Cc1cccc([N+](=O)[O-])c1 (centres undefined)	0.8%	0%	4%	2%	-0.4%	4.5	47	-0.1%	3%	i	34
O=C(O)C1CCCCC1C(=O)Nc1ccccn1 (centres undefined)	0.4%	4%	4%	7%	i	-2.1	77	0.2%	-4%	i	36
O=C(O)c1cc(O)ccc1-c1ccc(O)cc1	1.0%	1%	12%	15%	-0.2%	1.2	54	-0.1%	-2%	i	15
CC1CCN(CC(O)COCCC23CC4CC(CC(C4)C2)C3)CC1 (centres undefined)	-2.1%	11%	8%	7%	0.3%	2.5	47	-1.1%	-2%	i	38
COC(=O)[C@]1(C)N[C@H](CN(C)S(=O)(=O)c2ccc(F)cc2)[C@@H]2C(=O)N(Cc3ccccc3)C(=O)[C@@H]21	·	·	2%	·	-0.3%	2.8	69	·	-3%	i	10	Dengue-2 NS5 capping pilot replicate=0.6
Clc1ccc(Cl)c(OCc2cc(-c3ccccc3Cl)on2)c1	-2.7%	9%	3%	-4%	-0.4%	9.0	44	1.1%	-6%	i	10
CCOc1ccc(CC(=O)NCc2cn3c(C)csc3n2)cc1	2.1%	-2%	-9%	13%	?	6.1	75	0.0%	-2%	i	55
CCOc1nc(OCC)nc(N2CCC(C)CC2)n1	2.7%	23%	2%	-6%	0.8%	-0.6	57	-0.1%	-8%	i	12
COc1ccc(CC(=O)NNS(=O)(=O)c2cccc([N+](=O)[O-])c2)cc1OC	0.6%	2%	-3%	9%	0.2%	0.2	54	-0.2%	-10%	i	11
CC(C)(C)c1ccc(C2CC2C(=O)N/N=C\c2ccc[nH]2)cc1 (centres undefined)	15%	·	9%	·	-1.6%	16	34	2.1%	-7%	i	27
Cc1cccc2c1-c1sc(C(=O)Nc3cccnc3)cc1CO2	15%	-10%	-3%	17%	0.1%	1.2	71	0.8%	-10%	i	8
Fc1ccc(-c2[nH]ncc2CN(CC2CCC2)CC2CCCO2)c(F)c1 (centres undefined)	-0.4%	·	-12%	·	0.1%	0.0	58	-0.7%	-3%	i	26
Oc1nc(Nc2cccc(Cl)c2)sc1/C=C1\C=Nc2ccccc21	1.4%	-1%	6%	-3%	1.4%	23	71	0.8%	5%	i	57
CC1CCN(CC(=O)Nc2cc(C(F)(F)F)ccc2Cl)CC1	4.4%	4%	7%	14%	0.2%	-1.0	71	0.6%	-1%	i	49
COc1ccc(C(C(=O)NC(C)(C)C)N(CCc2ccc(OC)c(OC)c2)C(=O)CCC(=O)Nc2cc(C)on2)cc1 (centres undefined)	8.2%	13%	3%	1%	0.2%	0.2	64	0.3%	4%	i	12
NC(N)=NS(=O)(=O)c1ccc(NC(=S)NC(=O)Cc2ccc(Cl)cc2)cc1	0.4%	6%	14%	-2%	0.1%	7.1	66	-0.4%	-8%	i	46
CCCn1nc(NC(=O)CC(C)C)c2cc3ccccc3nc21	1.1%	1%	7%	31%	0.5%	0.4	90	0.0%	5%	i	44	Dengue-2 NS5 capping pilot replicate=0.6
O=C(CN1C(=O)CSC1=O)N1CCCC(Nc2ccc(F)cc2)C1 (centres undefined)	-0.1%	4%	12%	11%	-0.1%	-0.7	54	-0.1%	-5%	i	36
COc1ccc(/C=N/NC(=O)CSc2n[nH]c(=O)[nH]c2=O)cc1	1.4%	-14%	6%	12%	5.1%	·	·	0.4%	-5%	i	42
Cn1ncc(Cl)c1C(=O)Nc1cc(C(F)(F)F)ccc1F	1.7%	2%	12%	7%	0.1%	-2.8	107	0.4%	-6%	i	45
COc1cc(C(=O)n2cnc3ccccc32)c([N+](=O)[O-])cc1OC	2.0%	4%	3%	9%	0.3%	0.7	69	-0.4%	1%	i	19
CCCCOc1ccc(C(=O)NC)cc1	-0.7%	-8%	13%	3%	0.2%	-0.7	41	0.0%	6%	i	7
O=C(Cc1ccc(S(=O)(=O)N2CCOCC2)s1)N1CCN(S(=O)(=O)c2ccc(Cl)cc2)CC1	-0.3%	·	2%	·	0.5%[50 µM]	1.0	75	·	-6%	i	7
Cc1ccc(NC(=O)C(=O)NN)cc1	0.5%	-11%	-1%	4%	0.2%	-1.2	54	-0.4%	8%	i	12
Cn1ncc(C#N)c1/N=C/N1CCCC1	1.7%	5%	2%	11%	-0.1%	2.5	58	-0.1%	-7%	i	40
Cc1cccc(CCNS(=O)(=O)c2ccc(S(=O)(=O)NC3CCCC3)cc2)c1	11%	6%	5%	8%	5.0%	-1.6	107	-1.7%	-3%	i	30
COc1cc2[nH]c3c(OC)ncnc3c2cc1OC	1.9%	6%	·	-2%	0.0%[50 µM]	0.4	79	0.5%	-8%	i	24
Cc1nc(SCC(=O)NCc2ccc3c(c2)OCO3)c(C#N)c2c1CCCC2	14%	17%	2%	-8%	1.4%	3.2	60	-0.1%	-5%	i	29

(more compounds)
SMILES	RSV CPE inhibition	PhoP inhibition	Rac1 GTP hydrolysis	Large T inhibition	UTI89 phage lysis	NTR1 ag	NTR1 ag cell count 20 µM	West Nile virus CPE	Dengue-2 NS5 capping	T cell modulator	T cell modulator vesicle-bound %	others
c1cc(C2CCCCC2)ccc1Oc1nc(N2CCOCC2)nc(N2CCOCC2)n1	3.0%	0%	9%	3%	0.4%	9.7	71	0.4%	-5%	i	48
O=C(N/N=C/C(Br)=C/c1ccccc1)C1CC1	4.5%	9%	2%	10%	-1.1%	2.1	53	-1.4%	-14%	i	26
CC(C)CCNC(=O)COC(=O)c1ccc(Br)o1	0.0%	16%	-12%	1%	0.2%	-5.5	107	-0.8%	-2%	i	12
CC1CC(C)CN(C(=O)C(NS(=O)(=O)c2ccc3c(c2)oc(=O)n3C)C(C)C)C1 (centres undefined)	0.4%	13%	5%	-5%	0.1%	1.1	61	-1.0%	-1%	i	47
Cc1nc2ccc(NS(=O)(=O)c3ccc(F)c(C)c3)cc2[nH]1	0.0%	3%	4%	3%	-0.1%	0.8	55	-0.5%	-2%	i	33	Dengue-2 NS5 capping pilot replicate=-0.6

No enrichment for hits; overall some 1.5% were active at least once.
